# FLuc modulator = counter-screen for miR-21 project: firefly luciferase inhibitors or activators; P08659; purified FLuc, Km substrates, luminescence inhibition; Potency, µM (doses to about 57.5 µM), for the others: at the highest dose activity change, negative = inhibition, usual class: inhibitors; hit rate 6.9% among 360,000; AID 588342;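 further: potency means the concentration at half of the fitted maximal effect; plate controls were vehicle for no effect and reference inhibitor for full effect; nearly all actives have a fitted effect of over 55% in size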
#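 Purified P. pyralis luciferase (10nM final) with 10uM D-luciferin and 10uM ATP (Km levels) in 50mM Tris acetate pH 7.5, 10mM Mg acetate, 0.01% Tween-20, 0.05% BSA; qHTS 6-point titration, ~60 µM downward; luminescence read.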
# RORg inh = blocks mouse ROR gamma transcriptional activity | AID 2551 | P51450 | Potency, µM (highest dose often 53.6 µM), for the others: at the top dose activity change, negative = inhibition, actives largely listed as inhibitors | hit rate 5.4% among 310,000 | Drosophila S2 Gal4-RORgamma UAS-luciferase reporter, 20 h; further: potency means the concentration at half of the fitted maximal effect; on the % scale 0 is the no-effect control and ±100 the full control effect; nearly all actives have a fitted effect of over 60% in size
# Target sequence (P51450 whole entry, looked up, the tested form may be a part): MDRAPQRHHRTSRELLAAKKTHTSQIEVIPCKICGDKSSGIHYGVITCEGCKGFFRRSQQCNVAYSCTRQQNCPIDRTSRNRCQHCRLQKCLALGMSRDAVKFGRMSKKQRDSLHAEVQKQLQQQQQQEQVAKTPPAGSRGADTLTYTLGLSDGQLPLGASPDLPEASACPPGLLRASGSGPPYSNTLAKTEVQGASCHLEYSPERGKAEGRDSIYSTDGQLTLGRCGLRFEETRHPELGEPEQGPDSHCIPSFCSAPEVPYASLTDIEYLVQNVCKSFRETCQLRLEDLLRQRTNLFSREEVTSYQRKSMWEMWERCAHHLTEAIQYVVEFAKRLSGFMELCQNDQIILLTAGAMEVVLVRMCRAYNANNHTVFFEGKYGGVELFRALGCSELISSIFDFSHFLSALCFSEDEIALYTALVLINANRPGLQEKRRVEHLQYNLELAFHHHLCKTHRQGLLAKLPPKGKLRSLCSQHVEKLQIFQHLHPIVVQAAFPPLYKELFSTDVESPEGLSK
#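 In this cell-based reporter format, copper sulfate (700 uM final) drives Gal4–ROR gamma fusion expression from a metallothionein promoter in Drosophila Schneider cells; compounds preincubated 1 hr, reporter read after 20 hr at ambient temperature.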
# Rab9 promoter act = activates the Rab9 promoter; Potency, µM (doses to about 9.22 µM), without a hit: top-dose activation, negative = inhibition, most hits filed as activators; Huh7 Rab9 promoter-luciferase reporter, luminescence, 24 h; hit rate 2.8% among 320,000; AID 485297; further: potency means the concentration at half of the fitted maximal effect; % of control where 0% means no effect; nearly all actives have a fitted effect of over 60% in size
#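 Steps: seed 1500 Huh7 Rab9-luc cells per well, rest 2 h at 37 °C; add compound in DMSO; incubate 24 h; add luciferase reagent, 10 min ambient; read luminescence.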
# Giardia killer = kills Giardia lamblia | AID 540267 | hit rate 0.15% among 340,000 | Giardia lamblia trophozoite viability | activity change, % at 7.66 µM, hits read low; in the data active means activity change below about -80%; inconclusive means between about -30% and that limit;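 further: parasites exposed to compound for two days anaerobically before the ATP read; on the % scale 0 is the no-effect control and ±100 the full control effect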
#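 Viability, read as ATP luminescence: trophozoites at 100 cells/well, compound added, 48 hrs anaerobic at 37 deg C, then 15-30 min room-temperature development before reading.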
# ELG1 genotoxic = genotoxicity induction in ELG1-luciferase HEK293T cells; HEK293T ELG1-luciferase reporter, luminescence, 16 h; Potency, µM (doses to about 46 µM), inactives show top-dose activity change, positive = activation, hits mostly activators; hit rate 1.3% among 330,000; AID 504466; further: potency means the concentration at half of the fitted maximal effect; % of control where 0% means no effect; nearly all actives have a fitted effect of over 60% in size
#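 Cells (2,000/well) expressing the ELG1-luciferase fusion are dosed by pin tool and kept 16 hr at 37 °C, 5% CO2. Signal comes from ONE-Glo luciferase reagent after 30 min at room temperature.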
# p53 reactivation = re-activators of mutant p53 | H1299 p53-A138V BP100-luciferase reporter, luminescence, 24 h | Potency, µM (series often up to 92.2 µM), inactives show top-dose activity change, positive = activation, usual class: activators | hit rate 0.063% among 320,000 | AID 504706; further: potency means the concentration at half of the fitted maximal effect; % of control where 0% means no effect; nearly all actives have a fitted effect of over 45% in size
#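 H1299 (p53-null), stable ts p53-A138V + BP100-Luc; 1000 cells/well, Opti-MEM/10% FBS; cpd 4 pt, 1:5; 24 h, 37 deg C, 5% CO2; detection reagent 10 min RT; luminescence.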
# BRCA1 expr act = activators of BRCA1 expression; AID 624202; hit rate 1.1% among 380,000; Potency, µM (highest dose often 46.1 µM), without a hit: top-dose activation, hits mostly activators; MCF7-BRCA1-FFLuc reporter, luminescence, 48 h; response scale: scaled: vehicle 0%, 10 µM genistein 100%; further: potency means the concentration at half of the fitted maximal effect; nearly all actives have a fitted effect of over 80% in size; some results filed as inactive show a strong effect at the top dose
#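 Activators of BRCA1 expression were detected as increased firefly luciferase luminescence in engineered MCF7 cells after 48 h compound incubation. Signals were scaled to genistein 10 microM as full activation.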
# Menin-MLL TR inh = displaces Texas Red mutant MLL peptide from human menin; O00255; Menin + Texas Red MLL mutant peptide, fluorescence polarization; Potency, µM (titrated, usually from 61.6 µM), for the others: top-dose FP activity change, negative = inhibition, hits mostly inhibitors; hit rate 0.23% among 270,000; AID 1768; active means well fitted inhibition curve with a large enough effect in the polarisation, with a control signal flat, not every such curve was filed as active; inconclusive means small, poorly fitted or top-dose-only effect, or effect the other way, or a change in a side signal; inactive means no such curve, though single readings can be large or run the other way; the % refers to the polarisation; further: potency means the concentration at half of the fitted maximal effect; % of control where 0% means no effect; many of its hits are not listed in these tables
# PKM2 act = activators of human pyruvate kinase M2; purified PKM2, Kinase-Glo ATP luminescence, activation; response scale: 0% is enzyme alone, no compound; Potency, µM (series often up to 57.5 µM), without a hit: at the highest dose activation, most hits filed as activators; hit rate 0.34% among 260,000; P14618; further: potency means the concentration at half of the fitted maximal effect; on the % scale 0 is the no-effect control and ±100 the full control effect; nearly all actives have a fitted effect of over 55% in size
# Target sequence (P14618 whole entry, looked up): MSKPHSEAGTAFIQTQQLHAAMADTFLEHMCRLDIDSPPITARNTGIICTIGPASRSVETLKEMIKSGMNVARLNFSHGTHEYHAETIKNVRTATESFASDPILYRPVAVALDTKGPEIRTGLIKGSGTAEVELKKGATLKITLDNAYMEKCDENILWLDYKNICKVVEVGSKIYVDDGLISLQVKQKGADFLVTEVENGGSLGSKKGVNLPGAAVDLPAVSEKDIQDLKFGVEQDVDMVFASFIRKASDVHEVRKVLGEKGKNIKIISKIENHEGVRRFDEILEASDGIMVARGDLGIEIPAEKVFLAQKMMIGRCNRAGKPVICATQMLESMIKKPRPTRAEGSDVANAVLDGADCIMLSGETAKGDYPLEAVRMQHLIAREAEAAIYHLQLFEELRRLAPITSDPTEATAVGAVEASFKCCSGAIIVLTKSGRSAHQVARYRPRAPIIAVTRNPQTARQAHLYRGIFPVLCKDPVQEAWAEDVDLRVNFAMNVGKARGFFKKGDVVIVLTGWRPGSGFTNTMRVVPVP
#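 ATP formation by purified human PK-M2, quantified via coupled luciferase luminescence after 1 h at room temperature with 0.1 mM ADP and 0.5 mM PEP final.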
# NPC1 promoter act = NPC1 promoter activation; hit rate 2.4% among 320,000; AID 485313; Potency, µM (titrated, usually from 9.22 µM), without a hit: top-dose activation, usual class: activators; Huh7 NPC1 promoter luciferase reporter, 24 h;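 further: potency means the concentration at half of the fitted maximal effect; % of control where 0% means no effect; nearly all actives have a fitted effect of over 60% in size; reporter is driven by a mutant NPC1 promoter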
#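 Cells: Huh7 expressing luciferase under the NPC1 promoter, 1500/well. Seeded 2 h, compound added, incubated 24 h at 37 °C. Luciferase reagent, 10 min ambient, then luminescence.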
# Gal4-VP16 FLuc = Gal4-VP16 reporter inhibition counter-screen; hit rate 3.5% among 310,000; Potency, µM (series often up to 53.6 µM), for the others: at the highest dose activity, negative = inhibition, most hits filed as inhibitors; Drosophila S2 Gal4-VP16 UAS-luciferase, luminescence, 20 h;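 further: Gal4-VP16 expression switched on by copper sulfate through the metallothionein promoter; potency means the concentration at half of the fitted maximal effect; on the % scale 0 is the no-effect control and ±100 the full control effect; nearly all actives have a fitted effect of over 50% in size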
# Numbers without * were called inactive; u = inconclusive; x = not tested or not shown; & = joins results of further samples; [ ] = dose if it differs, or a comment. Unless noted, the call rests on the fitted dose curve; in most records, active means well fitted curve in the direction sought with a large enough effect; inconclusive means small, poorly fitted or top-dose-only effect, or another doubt; inactive means no such curve, though single readings can be large; an effect the other way counts as inactive or inconclusive. This is a subset; the hit share may differ from the screen's.
# Fields – FLuc modulator	RORg inh	Rab9 promoter act	Giardia killer	ELG1 genotoxic	p53 reactivation	BRCA1 expr act	Menin-MLL TR inh	PKM2 act	NPC1 promoter act	Gal4-VP16 FLuc
- COC(=O)C1=C(c2cccc(OCc3ccccc3)c2)C[C@@H]2CC[C@H]1N2C(=O)NCCOc1ccc(OC)cc1
    -2%	x	-11%	-6	-4%	6%	-35%	x	x	-7%	x
- CCOc1cc(C2NCc3ccccc3-n3cccc32)ccc1OC (stereo not drawn)
    0%	11%	1%	-16	-7%	6%	-9%	u	x	-4%	-2%
- O[C@@H]1CCCC[C@H]1N1CCC(c2ccccc2)CC1
    3%&-1%	-30%&-2%	4%&-3%	-5	-4%	16%	-13%	4%&10%	0%&-1%	1%&7%	1%&-2%
- CC(=NCCC(c1ccccc1)c1ccccc1)c1c(O)n(C)c(=O)n(C)c1=O
    2%	10%	-7%	-3	-4%	7%	-41%	-13%	9%	-2%	-4%
- COC(=O)C1=C(c2cccc(OCc3ccccc3)c2)C[C@@H]2CC[C@H]1N2C(=O)NCc1ccccc1
    2%	x	-4%	-12	-5%	-6%	-12%	x	x	-7%	x
- COc1ccc(CN2C(=O)NC(=O)/C(=C\c3cc(OC)c(OC)c(OC)c3)C2=O)cc1
    19µM*	33%	0%	-4	5%	-1%	x	19%	1%	1%	-14%
- CCCCCCOc1ccc(C(=O)n2cnc(N)n2)cc1
    u	21%	-5%	6	6%	4%	5%	8%	-3%	-5%	16%
- CCOC(=O)C(NC(=O)C(Cc1ccc(N(CCCl)CCCl)cc1)NC(C)=O)C(C)C (stereo not drawn)
    1%	26%	-2%	8	19%	7%	-8%	-3%	-18%	-11%	0%
- COc1ccc(OC)c(N2C(=O)/C(=C/c3ccco3)C(=O)NC2=S)c1
    u	-18%	21%	0	-5%	-7%	-12%	u	x	-4%	-13%
- COC(=NC1CCCC1)C(O)c1c[nH]c2ccccc12 (stereo not drawn)
    -1%	u	12%	10	3%	-5%	-1%	-1%	-6%	0%	3%
- Cc1ccc(OP(=O)(Nc2cccc(C)c2)Oc2ccc(C)cc2)cc1
    7%	0%	2%	0	-14%	0%	-48%	u	x	-1%	0%
- CSCCC(N=Cc1c(O)n(-c2ccc(Br)cc2)c(=O)[nH]c1=O)C(=O)OC(C)(C)C (stereo not drawn)
    -1%	-10%	1%	4	-4%	1%	1%	20%	-15%	-2%	-10%
- O=P(C(Cl)Cl)(N1CCOCC1)N1CCOCC1
    0%	0%	1%	-16	3%	1%	-10%	3%	-3%	0%	1%
- O=c1[nH]cc(F)c(=O)[nH]1
    0%	-4%&-33%&-17%&-36%	-26%[46.1 µM]	8	u	-3%	-27%	6%&-1%&18%&12%&-2%	-6%	-16%[46.1 µM]	-24%&-14%&-17%&-10%
- COC(=O)C1=C(c2ccc(F)cc2OCc2ccccc2)C[C@@H]2CC[C@H]1N2C(=O)NC1Cc2ccccc2C1
    3%	x	-12%	5	-7%	-3%	-35%	x	x	-10%	x
- O=C1NC(=O)C(=Cc2ccc(N3CCOCC3)cc2)C(=O)N1
    u	-6%	0%	5	-1%	0%	2%	-5%	-23%	1%	-3%
- C=CC[N+]1(C)CC[C@]23c4c5ccc(O)c4O[C@H]2C(=O)CC[C@@]3(O)[C@H]1C5 (stereo partly drawn)
    0%	x	-6%	-9	-8%	0%	0%	x	x	-3%	x
- Cc1ccc(OCCOc2cccc(C=C3C(=O)NC(=O)NC3=O)c2)cc1
    8.5µM*	u	0.32µM*	-1	3%	-1%	x	30%[activator]	x	0.32µM*	u
- CC(=NCCCn1ccnc1)c1c(O)n(C2CCCCC2)c(=O)[nH]c1=O
    0%	13%	-5%	-9	2%	-3%	-18%	x	-4%	1%	-19%
- O=C(c1ccc2c(c1)OCO2)C1CCCN(Cc2ccccn2)C1 (stereo not drawn)
    3%	3.2µM*	-1%	22	1%	0%	-17%	0%	-2%	-2%	u

# Quoted from the listing.
# O=c1[nH]cc(F)c(=O)[nH]1 in Gal4-VP16 FLuc reads -24%&-14%&-17%&-10%
# COC(=O)C1=C(c2ccc(F)cc2OCc2ccccc2)C[C@@H]2CC[C@H]1N2C(=O)NC1Cc2ccccc2C1 in NPC1 promoter act reads -10%

# 2 of the compounds above, field by field.
smiles: CC(=NCCCn1ccnc1)c1c(O)n(C2CCCCC2)c(=O)[nH]c1=O
  FLuc modulator: 0% | RORg inh: 13% | Rab9 promoter act: -5% | Giardia killer: -9 | ELG1 genotoxic: 2% | p53 reactivation: -3% | BRCA1 expr act: -18% | Menin-MLL TR inh: x | PKM2 act: -4% | NPC1 promoter act: 1% | Gal4-VP16 FLuc: -19%
smiles: O=C(c1ccc2c(c1)OCO2)C1CCCN(Cc2ccccn2)C1 (stereo not drawn)
  FLuc modulator: 3% | RORg inh: 3.2µM* | Rab9 promoter act: -1% | Giardia killer: 22 | ELG1 genotoxic: 1% | p53 reactivation: 0% | BRCA1 expr act: -17% | Menin-MLL TR inh: 0% | PKM2 act: -2% | NPC1 promoter act: -2% | Gal4-VP16 FLuc: u

# Following part:
# Fields – FLuc modulator	RORg inh	Rab9 promoter act	Giardia killer	ELG1 genotoxic	p53 reactivation	BRCA1 expr act	Menin-MLL TR inh	PKM2 act	NPC1 promoter act	Gal4-VP16 FLuc
- C=CCn1c(=O)c(C=Nc2cccnc2Cl)c(O)n(CCCC)c1=O
    3%	2%	-7%	28	0%	7%	-10%	2%	16%	1%	0%
- O=C(Cn1ncn2c(cc3cc(F)ccc32)c1=O)N1CCC2(CC1)OCCO2
    -1%	-11%	4%	3	0%	2%	7%	x	x	-2%	1%
- CCOCCSc1nc2c(c(-c3cccs3)c1C#N)CC/C2=C/c1cccs1
    -19%	-43%	-28%	8	0%	-7%	-55%	u	-5%	-41%[inhibitor]	u
- O=C1/C(=C\c2cc3c(cc2Br)OCO3)N2CCC1CC2
    -8%	13%	-12%	-16	4%	6%	-37%	u	-15%	8%	-8%
- Cc1cccc(N2C(=O)/C(=C/N3CCN(C(=O)c4ccco4)CC3)C(=O)NC2=S)c1
    1%	-25%	-2%	2	3%	-3%	-13%	2%	0%	0%	5%
- CC(=O)N1CCN(CCN=Cc2c(O)n(-c3ccc(C)cc3)c(=S)[nH]c2=O)CC1
    -3%	5%	-3%	9	0%	-4%	-3%	2%	x	-4%	-10%
- CCOC(=O)[C@@H]1[C@H]2COc3ccc(Br)cc3[C@@H]2N2C(=O)N(c3cccc(C)c3)C(=O)[C@]12C
    2%	-29%	-5%	13	3%	x	-10%	5%	0%	-3%	6%
- CC(=NCCCN1CCOCC1)c1c(O)n(-c2ccccc2C)c(=O)[nH]c1=O
    -1%	-20%	-6%	-9	-1%	5%	2%	6%	0%	-6%	3%
- Cc1cc(OC(=O)c2ccco2)c2c3c(c(=O)oc2c1)CCCC3
    2%	0%	2%	-3	-2%	-2%	-31%	3%	2%	1%	u
- O=C(C1CC(c2ccccc2O)=NO1)N1CCC2(CC1)OCCO2 (stereo not drawn)
    11µM*	u	u	-10	16µM*	u	83%	-1%	9%	3.5µM*	u
- CCOc1ccc(CNCCc2ccc3c(c2)OCO3)cc1
    -2%	-19%	0%	-26	-7%	x	0%	-15%	-1%[11.5 µM]	-3%	-9%
- O=C(Cn1nc(-c2ccccc2)ccc1=O)N1CCC2(CC1)OCCO2
    -4%	11%	10%	12	2%	-3%	-5%	-5%	-9%	2%	-6%
- Cc1ccc(/C=C2/C(=O)NC(=O)N(Cc3ccc(F)cc3)C2=O)o1
    -17%	7%	0%	x	13%	3%	x	x	20%	0%	1%
- CC(=NCCCn1ccnc1)c1c(O)n(C)c(=O)n(C)c1=O
    -1%	7%	1%	8	-5%	3%	1%	-11%	3%	-4%	12%[0.365 µM]
- CCn1ccnc1CN1CCCC(C(=O)c2cccc(C(F)(F)F)c2)C1 (stereo not drawn)
    1%	2µM*	-2%	-20	-5%	-2%	-38%	-27%	0%	-6%	10µM*
- COc1ccc(Cn2c(O)c(C=NCCCn3ccnc3)c(=O)[nH]c2=O)cc1
    0%	-5%	-2%	0	0%	-21%	-4%	-3%	-2%	4%	1%
- COc1cc(/C=C2\C(=O)NC(=O)N(c3ccccc3)C2=O)cc(OC)c1O
    21µM*	-32%	1%	22	3%	-5%	1%	12%	5%	-3%	0%
- Fc1ccc(CNCCc2c[nH]c3ccccc23)cc1
    -1%	u	-2%	-3	-6%	2%	19%	1%	-1%	-3%	-4%
- CCCCN1C(=O)NC(=O)C2(Cc3cc(C)ccc3N(C)C2)C1=O (stereo not drawn)
    -2%	0%	1%	3	1%	-12%	0%	-3%	-14%	2%	-15%
